# T cruzi growth – inhibitors of T. cruzi proliferation | T. cruzi beta-gal in NIH3T3, GalScreen luminescence, 90 h | inhibition, % at 8.34 µM | 5.9% of 77,000 active | AID 624255;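 active = mean inhibition above about 93%, with at least 55% of replicates each passing it, limit read from the data, passing the limit was not always enough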
# GASC1 inh – blocks human GASC-1 (KDM4C) demethylase activity | AID 720574 | GST-KDM4C 2-372, H3K9me3 peptide, LANCE TR-FRET | 0.15% of 96,000 active | inhibition, % at 12.5 µM;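 active = mean replicate inhibition above about 25%, with at least 55% of replicates also reaching it, limit read from the data, passing the limit was not always enough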
# Target sequence (Q9H3R0 2-372 limits assumed): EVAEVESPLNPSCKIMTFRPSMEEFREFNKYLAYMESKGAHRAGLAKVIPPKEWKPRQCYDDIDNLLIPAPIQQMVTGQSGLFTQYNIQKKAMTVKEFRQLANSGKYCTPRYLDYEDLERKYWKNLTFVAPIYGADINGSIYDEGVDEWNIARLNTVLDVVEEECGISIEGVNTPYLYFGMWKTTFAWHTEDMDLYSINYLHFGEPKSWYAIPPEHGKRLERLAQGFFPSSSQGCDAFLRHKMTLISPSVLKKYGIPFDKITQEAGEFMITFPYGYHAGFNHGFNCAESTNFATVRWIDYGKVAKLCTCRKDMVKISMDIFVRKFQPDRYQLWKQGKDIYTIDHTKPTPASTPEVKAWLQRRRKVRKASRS
#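 Test system – GST-tagged GASC-1 (JMJD2C) catalytic fragment, aa 2-372 · Medium – HEPES buffer, pH 7.5, plus ascorbate · Reagent – H3K9me3 peptide with Fe(II)/2OG · Compound – one test concentration per compound · Timing – 30 min reaction, 60 min detection, RT · Technique – TR-FRET with Eu antibody and ULight streptavidin, EDTA stop · Read-out basis – inhibition from TR-FRET ratio decrease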
# Pf Dd2 inh – blocks growth of Plasmodium falciparum Dd2 parasites | P. falciparum Dd2 growth, SYBR Green, 72 h; active compounds read low | activity change, % at 10 µM | 2.3% of 94,000 active; in the data active = activity change below about -80%
# C diff HTS – inhibitors of Clostridium difficile growth; Clostridium difficile clinical isolate growth, OD600, 24 h; active compounds read low; growth activity, negative = inhibition, % at 16 µg/mL (by protocol); 0.25% of 86,000 active;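 active = mean growth activity at or below -80% and every replicate also at or below -80%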;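 also: 0% = DMSO wells and -100% = levofloxacin 16 µg/mL wells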
# * hit, by the source's call; . = no result given; & = joins results of further samples.
# Start of the listing, in advance, 8 compounds:
SMILES,T cruzi growth,GASC1 inh,Pf Dd2 inh,C diff HTS
CO[C@H]1CN(C)C(=O)c2ccc(NC(=O)c3ccc(-c4ccccc4)cc3)cc2OC[C@@H](C)NC[C@H]1C,61.6,-0.9,-86.2*,.
C[C@@H]1CN([C@H](C)CO)C(=O)c2cc(NS(=O)(=O)c3cn(C)cn3)ccc2O[C@@H](C)CCCCO[C@@H]1CN(C)C(=O)C1CCCCC1,-51.9,0.0,29.3,5.0
COCC#Cc1ccc([C@@H]2[C@@H](CO)N3C(=O)CN(C(=O)C4CCC4)C[C@H]23)cc1,.,-0.2,-6.5,-0.3
CC(C)c1cn(CC[C@@H]2CC[C@H](NS(=O)(=O)Cc3ccccc3)[C@@H](CO)O2)nn1,-10.8,-1.5,10.7,.
COCC(=O)N(C)C[C@@H]1Oc2cc(C#CC(C)C)ccc2S(=O)(=O)N([C@@H](C)CO)C[C@H]1C,2.4,1.5,-9.8,-0.5
O=C(N[C@H]1CC[C@H](CCNC(=O)c2ccccc2F)O[C@@H]1CO)c1ccc2c(c1)OCO2,.,4.1,10.2,-1.5
C[C@H](CO)N1C[C@H](C)[C@@H](CN(C)S(=O)(=O)c2cn(C)cn2)Oc2ccc(NC(=O)NC3CCCCC3)cc2CC1=O,12.2,10.5,16.7,5.7
C[C@H](CO)N1C[C@H](C)[C@@H](CN(C)Cc2cccnc2)Oc2ncc(-c3ccccc3)cc2C1=O,0.4,-1.3,37.5,-0.4

# The listing (from the top)
SMILES,T cruzi growth,GASC1 inh,Pf Dd2 inh,C diff HTS
CO[C@H]1CN(C)C(=O)c2ccc(NC(=O)c3ccc(-c4ccccc4)cc3)cc2OC[C@@H](C)NC[C@H]1C,61.6,-0.9,-86.2*,.
C[C@@H]1CN([C@H](C)CO)C(=O)c2cc(NS(=O)(=O)c3cn(C)cn3)ccc2O[C@@H](C)CCCCO[C@@H]1CN(C)C(=O)C1CCCCC1,-51.9,0.0,29.3,5.0
COCC#Cc1ccc([C@@H]2[C@@H](CO)N3C(=O)CN(C(=O)C4CCC4)C[C@H]23)cc1,.,-0.2,-6.5,-0.3
CC(C)c1cn(CC[C@@H]2CC[C@H](NS(=O)(=O)Cc3ccccc3)[C@@H](CO)O2)nn1,-10.8,-1.5,10.7,.
COCC(=O)N(C)C[C@@H]1Oc2cc(C#CC(C)C)ccc2S(=O)(=O)N([C@@H](C)CO)C[C@H]1C,2.4,1.5,-9.8,-0.5
O=C(N[C@H]1CC[C@H](CCNC(=O)c2ccccc2F)O[C@@H]1CO)c1ccc2c(c1)OCO2,.,4.1,10.2,-1.5
C[C@H](CO)N1C[C@H](C)[C@@H](CN(C)S(=O)(=O)c2cn(C)cn2)Oc2ccc(NC(=O)NC3CCCCC3)cc2CC1=O,12.2,10.5,16.7,5.7
C[C@H](CO)N1C[C@H](C)[C@@H](CN(C)Cc2cccnc2)Oc2ncc(-c3ccccc3)cc2C1=O,0.4,-1.3,37.5,-0.4
CN1C(=O)c2cc(NC(=O)C3CC3)ccc2OC[C@@H]2O[C@@H](CC(=O)NCCc3ccncc3)CC[C@H]21,-22.8,0.9,-1.0,0.4
O=C(C[C@H]1C[C@H]2c3cc(NC(=O)Nc4ccccc4F)ccc3O[C@H]2[C@@H](CO)O1)NCc1ccccn1,.,-2.3,22.9,-7.9
CO[C@H]1CN(C)C(=O)c2ccc(NC(=O)C3CC3)cc2OC[C@@H](C)N(C(=O)c2cnccn2)C[C@H]1C,11.1,2.3,0.7,-0.6
C[C@@H]1CN([C@@H](C)CO)C(=O)c2cccc(NC(=O)c3ccc(-c4nccs4)cc3)c2O[C@@H]1CN(C)S(=O)(=O)c1cn(C)cn1,-7.1,-1.2,-15.9,-1.7
Cc1cccc(-c2ccc([C@@H]3[C@H](CO)N4C(=O)CN(C(=O)c5cccnc5)C[C@@H]34)cc2)c1,.,2.8,-49.2,-3.3
COc1cccc(-c2ccc3c(c2)[C@H]2[C@H](CCN2S(=O)(=O)c2ccccc2C)[C@@H](CO)N3)c1,48.7,1.0,-26.8,1.6
C[C@H](CO)N1C[C@H](C)[C@@H](CN(C)C(=O)c2ccc3c(c2)OCO3)Oc2cc(-c3ccncc3)ccc2S1(=O)=O,79.0,0.9,-39.0,-2.2
C[C@@H]1CN([C@H](C)CO)S(=O)(=O)c2ccc(C#CC3CCCC3)cc2O[C@@H]1CN(C)Cc1cccnc1,117.9*,-0.4,-61.2,-2.2
C[C@H](CO)N1C[C@H](C)[C@H](CN(C)C(=O)Nc2ccccc2)Oc2ccc(NC(=O)CCN3CCOCC3)cc2C1=O,.,3.5,8.1,3.8&-1.1
C[C@@H]1CN([C@@H](C)CO)C(=O)c2cc(NC(=O)Nc3cccc4ccccc34)ccc2O[C@@H](C)CCCCO[C@H]1CN(C)C(=O)Nc1cccc2ccccc12,7.8,-3.1,-8.7,.
O=C(Nc1nccs1)[C@H]1[C@H](CO)[C@H]2Cn3c(cccc3=O)[C@H]2N1C(=O)C1CCCCC1,21.1,3.1,-4.8,-5.4
CN(C)CC(=O)N1CCCCN2[C@H](CO)[C@H](c3ccc(/C=C/c4ccccc4)cc3)[C@@H]2C1,100.6*,-1.2,-2.2,0.8
C/C=C/c1ccc2c(c1)O[C@@H](CN(C)Cc1cncnc1)[C@@H](C)CN([C@@H](C)CO)S2(=O)=O,.,15.0,7.3,-2.3
C[C@@H]1CN([C@@H](C)CO)C(=O)Cc2cc(NC(=O)CCCCCC(=O)Nc3ccccc3N)ccc2O[C@@H]1CN(C)S(=O)(=O)c1cn(C)cn1,12.7,0.8,0.3,-0.4
O=C(C1CCCC1)N1CC[C@@H]2[C@H]1c1cc(C3=CCCCC3)ccc1N[C@@H]2CO,.,1.7,-91.6*,6.2
C[C@H](CO)N1C[C@H](C)[C@@H](CN(C)C(=O)c2ccccc2)Oc2ncc(C#C[C@@H](C)O)cc2C1=O,92.3,0.0,-10.2,1.6
CC(C)NC(=O)N(C)C[C@@H]1Oc2ccc(N(C)C)cc2C(=O)N([C@H](C)CO)C[C@@H]1C,-4.8,13.9,8.5,1.7
SMILES,T cruzi growth,GASC1 inh,Pf Dd2 inh,C diff HTS
C/C=C/c1ccc2c(c1)O[C@H](CN(C)C(=O)Nc1ccc(OC)cc1)[C@H](C)CN([C@@H](C)CO)S2(=O)=O,71.1,-2.2,-6.5,-0.2
CCS(=O)(=O)Nc1ccc2c(c1)C(=O)N(C)C[C@H](OC)[C@@H](C)CN(C(=O)C1CCC1)[C@H](C)CO2,-49.3,-0.2,5.1,-1.7
C[C@@H]1CN([C@@H](C)CO)C(=O)Cc2cc(NS(=O)(=O)c3ccc(F)cc3)ccc2O[C@H]1CN(C)Cc1ccc(Oc2ccccc2)cc1,15.5,0.6,-46.2,71.6
C[C@H](CO)N1C[C@H](C)[C@@H](CN(C)C)OCCCC[C@H](C)Oc2ccc(NC(=O)NC3CCCCC3)cc2C1=O,-2.6,2.0,.,0.9
C/C=C/c1cnc2c(c1)C(=O)N([C@@H](C)CO)C[C@H](C)[C@@H](CN(C)C(=O)C1CCOCC1)O2,13.2,0.8,7.7,-0.1
C/C=C/c1ccc2c(c1)[C@H]1[C@H](CCN1C(=O)c1ccc3c(c1)OCO3)[C@H](CO)N2,.,0.4,-90.3*,4.9
CCCN(C)C[C@@H]1Oc2ncc(C#CC3CCCCC3)cc2C(=O)N([C@@H](C)CO)C[C@H]1C,61.7,-2.1,-39.2,14.4
CCCN(C)C[C@H]1OCCCC[C@@H](C)Oc2ccc(NC(=O)Nc3ccc(C(F)(F)F)cc3)cc2C(=O)N([C@@H](C)CO)C[C@H]1C,25.8,-3.4,-77.1,-107.0*
C[C@@H]1CN([C@H](C)CO)S(=O)(=O)c2ccc(C#CC3CCCC3)cc2O[C@@H]1CN(C)CC1CC1,86.4,0.4,-73.0,2.4
O=C(C[C@H]1CC[C@H]2[C@@H](COC[C@@H](O)CN2C(=O)Nc2cccc(F)c2)O1)NCc1ccccc1Cl,.,-0.8,-11.7,4.0&-3.5
COc1ccc2c3c([nH]c2c1)[C@H](CO)N(C(=O)c1cnccn1)CC31CCN(S(C)(=O)=O)CC1,.,-0.1,-3.6,5.4
CNC(=O)C[C@@H]1CC[C@H]2[C@H](COc3ccc(NC(=O)c4cc(C)on4)cc3C(=O)N2C)O1,28.6,2.3,15.7,-3.3
C[C@H](CO)N1C[C@H](C)[C@@H](CN(C)S(C)(=O)=O)Oc2ncc(C#CCN(C)C)cc2C1=O,-16.3,3.5,42.3,1.0
C[C@@H]1CN([C@H](C)CO)C(=O)c2cc(C#CC3CCCC3)cnc2O[C@H]1CN(C)C(=O)c1ccncc1,.,-2.6,-35.6,-1.9
C[C@@H]1CN([C@@H](C)CO)C(=O)c2cc(NC(=O)Nc3ccc(F)cc3)ccc2O[C@H]1CN(C)S(=O)(=O)c1ccc(F)cc1,-49.3,-1.6,17.4,-7.2
CN1c2ccc(-c3ccccc3)cc2[C@@H]2[C@@H](CCN2C(=O)NC2CCCC2)[C@@H]1CO,44.4,-1.8,15.8,-12.1
O=C(Cc1ccccc1)N[C@H]1CC[C@H](CC(=O)N2CCCCC2)O[C@H]1CO,71.8,0.2,-8.8,8.1
CC(C)NC(=O)Nc1ccc2c(c1)C(=O)N([C@@H](C)CO)C[C@@H](C)[C@H](CN(C)S(=O)(=O)c1ccc(Cl)cc1)O2,19.1,0.3,-55.7,2.2
C[C@H]1CN([C@@H](C)CO)C(=O)c2cccc(NC(=O)NC3CCCCC3)c2O[C@H]1CN(C)CC1CCCCC1,-33.3,-1.8,-0.1,-4.2
C[C@@H]1CCCCO[C@H](CN(C)S(=O)(=O)c2cccs2)[C@@H](C)CN([C@H](C)CO)C(=O)c2cc(NC(=O)Nc3cccc4ccccc34)ccc2O1,16.4,-0.3,-7.0,-0.7
C[C@@H]1CCCCO[C@H](CN(C)C(=O)Nc2ccc(F)cc2)[C@H](C)CN([C@@H](C)CO)C(=O)c2cc(NS(=O)(=O)c3ccccc3)ccc2O1,97.9,2.1,-91.5*,-0.3
C[C@@H]1CCCCO[C@@H](CN(C)C(=O)Nc2ccccc2)[C@H](C)CN([C@@H](C)CO)C(=O)c2cc(NC(=O)Nc3ccc(F)cc3)ccc2O1,97.1*,0.0,21.9,.
C/C=C/c1ccc([C@H]2[C@@H](CNC(=O)c3ccncc3)N(C(C)=O)[C@H]2CO)cc1,38.5,0.0,-1.4,0.8
C[C@H]1CN([C@@H](C)CO)C(=O)Cc2cc(NC(=O)Cc3cn(C)c4ccccc34)ccc2O[C@@H]1CN(C)C(=O)Nc1cccc2ccccc12,16.5,-1.0,-6.4,2.6
CN1C(=O)c2cc(NC(=O)C3CCOCC3)ccc2OC[C@H]2O[C@H](CC(=O)NCCc3ccncc3)CC[C@H]21,-3.5,0.5,.,-0.5
SMILES,T cruzi growth,GASC1 inh,Pf Dd2 inh,C diff HTS
C[C@@H]1CN([C@H](C)CO)C(=O)Cc2cc(NC(=O)Cc3ccccc3)ccc2O[C@@H]1CN(C)S(=O)(=O)c1cccs1,46.9,0.8,-67.5,2.8
C[C@H](CO)N1C[C@H](C)[C@H](CN(C)S(=O)(=O)c2ccc(F)cc2)Oc2ncc(-c3cccc(C(=O)N(C)C)c3)cc2C1=O,35.6,-2.2,-3.3,-0.7
O=C(CN1CCOCC1)NCC[C@@H]1CC[C@H](NC(=O)Nc2ccc(F)cc2)[C@@H](CO)O1,-27.0,-1.3,32.8,1.0
O=C(Nc1cc(F)ccc1F)N1CCCCN2[C@H](CO)[C@H](c3ccc(-c4ccncc4)cc3)[C@H]2C1,100.5*,-0.7,-18.8,4.5
CCCN1[C@@H]2c3ccc(-c4ccccc4)c(=O)n3C[C@@H]2[C@@H](CO)[C@@H]1C(=O)N[C@@H](C)c1ccccc1,81.4,9.9,-39.1,5.0
CCC(=O)N1C[C@@H](C)[C@@H](OC)CN(C)C(=O)c2ccc(NC(=O)Nc3ccc(Cl)cc3)cc2OC[C@@H]1C,41.2,1.0,-21.7,.
CC(C)NC(=O)N(C)C[C@@H]1OCCCC[C@@H](C)Oc2ccc(NC(=O)Cc3ccccc3)cc2C(=O)N([C@@H](C)CO)C[C@@H]1C,15.3,-0.1,-50.4,-0.6
C[C@@H]1CCCCO[C@H](CN(C)Cc2ccc(C(=O)O)cc2)[C@@H](C)CN([C@H](C)CO)C(=O)c2cc(NC(=O)Nc3ccc4c(c3)OCO4)ccc2O1,-39.6,0.9,2.4,-4.2
C[C@H]1CN([C@@H](C)CO)C(=O)CCCn2cc(nn2)CO[C@@H]1CN(C)C,30.5,0.0,-5.8,.
O=C(C[C@@H]1C[C@@H]2c3cc(NC(=O)CC4CC4)ccc3O[C@@H]2[C@H](CO)O1)NCc1ccccc1F,-34.0,-2.3,-3.9,-0.2
C[C@H](CO)N1C[C@H](C)[C@@H](CN(C)S(=O)(=O)c2ccccc2)Oc2ccc(NC(=O)c3ccncc3)cc2CC1=O,.,-0.3,5.2,-1.9
O=C(C[C@H]1CC[C@H]2[C@@H](COC[C@H](O)CN2C(=O)c2ccncc2)O1)NCc1cc(F)cc(F)c1,43.6,0.4,8.2,.
C[C@@H]1CN([C@H](C)CO)C(=O)c2cc(-c3ccc(F)cc3)cnc2O[C@H]1CN(C)CC1CCCC1,-11.5,5.3,-13.7,6.9
